APJ antag: antagonists of human apelin receptor APJ, primary screen, CHO-K1 cells, beta-arrestin complementation, luminescence. P35414. inhibition, % at 20 µM. hit rate 0.32% among 330,000. AID 2521, 2010;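 active means inhibition above about 40% at 20 µM, limit read from the data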;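 further: cells challenged with 10 nM apelin-13 agonist together with compound; plate controls were apelin-13 plus DMSO wells for no effect and DMSO wells lacking apelin-13 for full effect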
Target sequence (P35414 whole entry, looked up): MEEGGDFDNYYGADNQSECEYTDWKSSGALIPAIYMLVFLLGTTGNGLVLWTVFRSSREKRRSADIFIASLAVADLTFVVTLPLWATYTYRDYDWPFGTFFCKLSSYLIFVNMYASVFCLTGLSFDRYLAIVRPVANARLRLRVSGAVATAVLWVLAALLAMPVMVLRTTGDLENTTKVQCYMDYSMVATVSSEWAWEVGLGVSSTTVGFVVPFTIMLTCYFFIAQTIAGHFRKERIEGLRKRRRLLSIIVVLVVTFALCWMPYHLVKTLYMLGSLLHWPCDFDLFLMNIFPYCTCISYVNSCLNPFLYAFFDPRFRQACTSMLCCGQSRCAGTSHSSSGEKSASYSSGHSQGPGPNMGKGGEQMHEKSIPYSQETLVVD
Gli-Sufu block: Gli-Sufu pathway antagonists, primary screen, luciferase luminescence, Sufu-KO-LIGHT cells, uHTS. hit rate 0.74% among 340,000. inhibition, % at 5 µM. Sufu-KO-LIGHT fibroblasts, Gli luciferase reporter luminescence. AID 588413, 2011;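 active means inhibition above about 55%, limit read from the data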;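 further: 0% = DMSO-treated cells and 100% = wells with medium but no cells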
EBI2 block: EBI2 receptor antagonists, beta-arrestin recruitment, primary screen, cell-based, luminescence, 7a,25-OHC stimulation, uHTS. G-protein coupled receptor 183 (Homo sapiens), P32249. 7a,25-OHC stimulated. inhibition, % at 5 µM. hit rate 0.81% among 360,000. AID 651636, 2012; in the data active means inhibition above about 38%;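 further: enzyme fragment complementation signal reports receptor beta-arrestin coupling in cells; 0% = agonist plus DMSO wells and 100% = wells without agonist; some results beyond the cut were filed as inactive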
Target sequence (P32249 whole entry, looked up, the tested form may be a part): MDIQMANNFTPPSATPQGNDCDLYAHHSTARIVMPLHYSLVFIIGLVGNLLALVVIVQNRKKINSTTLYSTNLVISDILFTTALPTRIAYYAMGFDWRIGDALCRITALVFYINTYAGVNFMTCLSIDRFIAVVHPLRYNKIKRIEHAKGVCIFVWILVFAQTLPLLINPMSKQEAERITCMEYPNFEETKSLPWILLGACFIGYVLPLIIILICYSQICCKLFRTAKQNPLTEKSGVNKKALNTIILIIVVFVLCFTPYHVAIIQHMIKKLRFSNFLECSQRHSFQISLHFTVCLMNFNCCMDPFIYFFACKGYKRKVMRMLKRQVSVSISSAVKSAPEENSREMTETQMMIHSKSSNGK
Jurkat NFkB inh: inhibitors of induced NF-kB luciferase reporter, primary screen, TCR NF-kB activation inhibitor project, cell-based, luminescence, uHTS. hit rate 0.53% among 330,000. Jurkat, PMA/ionomycin-induced NF-kB luciferase reporter. inhibition, % at 4 µM. AID 435003, 2010; in the data active means inhibition above about 50%
UBC13 inh: UBC13 polyubiquitin chain formation inhibitors, primary screen, biochemical, TR-FRET, uHTS | Ubiquitin-conjugating enzyme E2 N (Homo sapiens), P61088 | inhibition, % at 20 µM | hit rate 0.47% among 330,000; in the data active means inhibition above about 45%, passing the limit was not always enough
Target sequence (P61088 whole entry, looked up): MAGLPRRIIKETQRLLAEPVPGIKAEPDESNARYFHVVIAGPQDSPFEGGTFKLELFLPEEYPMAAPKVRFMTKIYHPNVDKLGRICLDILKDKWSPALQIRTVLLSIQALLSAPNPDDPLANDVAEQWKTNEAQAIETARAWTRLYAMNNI
CXCR6 block: CXCR6 receptor inhibitors, primary screen, cell-based, beta-arrestin, luminescence, CHO-K1 PathHunter, 1536-well; hit rate 0.36% among 360,000; inhibition, % at 20 µM; AID 602244, 2012; C-X-C chemokine receptor type 6 (Homo sapiens), O00574; in the data active means inhibition above about 34%, passing the limit was not always enough;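 further: antagonist mode with CXCL16 agonist at 10 nM final; 0% = 10 nM CXCL16 with DMSO and 100% = unstimulated wells without agonist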
697 NFkB inh: inhibitors of PMA/ionomycin-induced NF-kB reporter, 697 cells, primary screen, B-cell NF-kB inhibitor project, cell-based, luminescence, uHTS | hit rate 0.33% among 330,000 | inhibition, % at 4 µM | 697 B-cell NF-kB luciferase reporter, 16 h; in the data active means inhibition above about 35%
CCR6 antag: CCR6 receptor antagonists, primary screen, cell-based, CHO-K1, luminescence, beta-arrestin, uHTS. C-C chemokine receptor type 6 (Homo sapiens), P51684. CHO-K1 CCR6 PathHunter beta-arrestin, CCL20-stimulated. inhibition, % at 20 µM. hit rate 0.49% among 340,000;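 active means compounds whose inhibition of the agonist-driven luminescence signal at 20 µM reaches about 50%, limit read from the data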;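 further: cells stimulated with CCL20 at 14 nM final; plate controls were DMSO with CCL20 for no effect and DMSO without agonist for full effect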
* hit, by the source's call; nt = not tested or not shown.

SMILES	APJ antag	Gli-Sufu block	EBI2 block	Jurkat NFkB inh	UBC13 inh	CXCR6 block	697 NFkB inh	CCR6 antag
C[C@H](NC(=O)c1ccco1)C(=O)NNC(=O)c1ccc(F)cc1	11	-1	0	-10	-16	1	3	-2
COc1ccc(-c2cc(C(=O)OC(C)C(=O)Nc3c(C)n(C)n(-c4ccccc4)c3=O)c3ccccc3n2)cc1 (stereo unspecified)	-2	-7	7	10	14	-20	11	12
CCc1cccc(NC(=O)C2CCN(S(=O)(=O)c3cccs3)CC2)c1	-14	-3	10	7	4	-10	3	5
Cn1c(=O)c2[nH]c(Nc3ccccc3)nc2n(C)c1=O	-17	12	-11	10	3	-2	0	0
Clc1ccc(SCc2cc(N3CCOCC3)nc(-c3ccccn3)n2)cc1	22	30	15	-2	2	4	5	27
C=CCN(Cc1nc(-c2ccccc2)no1)C(=O)c1ccco1	11	25	4	0	2	-5	-3	12
CC(C)CC1CCCCC1OC(=O)CN1CCCCC1 (stereo unspecified)	-9	6	-5	0	-5	0	17	12
Cc1ccc(CN2CCN(/N=C\C(Br)=C\c3ccccc3)CC2)cc1	4	-1	-2	1	-4	-2	20	16
C/C(N)=C(/C#N)C(=O)CSc1nc2ccccc2c(=O)n1-c1ccc(C)c(Cl)c1	6	-1	8	7	-10	0	3	5
O=C1CCCCC1Sc1nnc(Cc2cccs2)n1CCc1ccccc1 (stereo unspecified)	-3	-2	15	-8	-6	6	-28	4
O=C(CN1CCC(C(=O)c2ccc(F)cc2)CC1)NCc1ccccc1F	4	8	1	-3	-1	4	-1	18
CCC(C)NC(=O)CSc1nc2n[nH]c(C)c2c(=N)n1-c1ccc(OC)cc1 (stereo unspecified)	18	9	11	7	1	-2	12	1

Laid out differently: results already given.
Structure | APJ antag | Gli-Sufu block | EBI2 block | Jurkat NFkB inh | UBC13 inh | CXCR6 block | 697 NFkB inh | CCR6 antag
CCc1cccc(NC(=O)C2CCN(S(=O)(=O)c3cccs3)CC2)c1 | -14 | -3 | 10 | 7 | 4 | -10 | 3 | 5
Cn1c(=O)c2[nH]c(Nc3ccccc3)nc2n(C)c1=O | -17 | 12 | -11 | 10 | 3 | -2 | 0 | 0
Clc1ccc(SCc2cc(N3CCOCC3)nc(-c3ccccn3)n2)cc1 | 22 | 30 | 15 | -2 | 2 | 4 | 5 | 27
C=CCN(Cc1nc(-c2ccccc2)no1)C(=O)c1ccco1 | 11 | 25 | 4 | 0 | 2 | -5 | -3 | 12
CC(C)CC1CCCCC1OC(=O)CN1CCCCC1 (stereo unspecified) | -9 | 6 | -5 | 0 | -5 | 0 | 17 | 12

Later entries.
SMILES	APJ antag	Gli-Sufu block	EBI2 block	Jurkat NFkB inh	UBC13 inh	CXCR6 block	697 NFkB inh	CCR6 antag
OC1(c2ccc(F)cc2)CSC(=Nc2cccnc2)N1Cc1ccco1 (stereo unspecified)	-1	6	-3	11	0	-4	2	6
CN(C)C(=O)c1ccc(NC(=O)CN2C(=O)NC3(CCCc4ccccc43)C2=O)cc1 (stereo unspecified)	-60	2	3	-15	-3	4	16	9
O=C(NCc1ccco1)C1CCCN(S(=O)(=O)c2cccc3nonc23)C1 (stereo unspecified)	-4	-2	nt	5	-27	nt	-19	-10
O=[N+]([O-])c1ccc(Nc2ccc(F)cc2)cc1	19	-2	4	7	-9	1	25	36
CCCNS(=O)(=O)/C=C/c1ccccc1	-26	-24	-4	-15	-19	2	-21	-4
CCOc1ccc(CCNC(=O)C2CCCN(c3ncnc4c3nc3n4CCCCC3)C2)cc1 (stereo unspecified)	4	-13	-4	8	2	10	-22	9
CCCS(=O)(=O)N1CCN(C(=O)c2cc(OC)cc(OC)c2)CC1	9	2	-5	4	5	-7	-7	10
CN(C)CCCn1c(=O)n(Cc2ccccc2)c(=O)c2c3c(sc21)CCCCC3	30	13	4	1	22	8	5	14
Cc1ccc(NCC(O)Cn2cnc3c2c(=O)n(C)c(=O)n3C)cc1 (stereo unspecified)	14	10	1	14	4	7	-3	13
CN(CC(=O)Nc1ccc(Cl)c(C(F)(F)F)c1)C(=O)c1cccnc1Sc1ccccc1	8	-2	-6	22	1	3	9	14
COc1ccc(NC(=O)c2ccc(S(=O)(=O)N3CCCC3)cc2)cc1OC	-4	18	-6	-6	6	1	21	-6
O=c1c2ccccc2nnn1CCO	8	-6	3	-4	6	7	7	-8
CCCCn1c(N)c(N(CC(C)C)C(=O)CSC(C)C(=O)Nc2cc(C)on2)c(=O)[nH]c1=O (stereo unspecified)	21	-2	10	12	2	8	13	6
CCn1nccc1C(=O)Nc1nccs1	2	6	-6	13	7	-18	25	20
CCOC(=O)C1CCN(C(=O)CCNS(=O)(=O)c2ccc3c(c2)CCN3C(=O)CC)CC1	9	13	-1	8	2	-2	18	14
O=C(CC1C(=O)NCCN1Cc1cccc(Oc2ccccc2)c1)NCc1cccnc1 (stereo unspecified)	-2	2	3	8	6	4	7	-1
CCCC(CCC(=O)Nc1ccc(S(N)(=O)=O)cc1)C(=O)O (stereo unspecified)	-20	7	2	-2	7	-3	15	6
COc1ccc(OC)c(NC(=O)CSc2nnc(CNC(=O)c3cccs3)o2)c1	23	-11	-14	2	9	0	3	-15
CSc1nsc(SCC(=O)N2CCCc3ccccc32)n1	29	11	6	-5	4	12	9	24
O=C1CCC(=O)N1CC(O)COc1ccccc1 (stereo unspecified)	3	-8	-5	-4	4	-3	-6	-1
Cc1ccccc1N1CC2=C(C1=O)C(c1ccccc1)NC(=O)N2C (stereo unspecified)	14	3	1	13	0	2	17	2
O=C(NCc1ccccc1)[C@@H]1C[C@H]1[C@@H](NP(=O)(c1ccccc1)c1ccccc1)c1ccccc1	9	15	25	1	5	9	-3	13
CCCCC12CN3CC(C)(CN(C1)C31C(=O)N(C)c3ccc(C)cc31)C2=O (stereo unspecified)	20	2	8	14	13	4	25	11
CN(C)CCCN(C(=O)c1ccc(S(=O)(=O)N(C)C2CCCCC2)cc1)c1nc2ccc(F)cc2s1	17	23	3	-7	27	-8	-3	14
CCn1c(SCC(N)=O)nc2c(c1=O)C1(CCCC1)Cc1ccccc1-2	-15	-3	-7	-1	5	10	9	25
CCOC(=O)C1=C(O)/C(=C\c2ccc(O)c(OCC)c2)N=C1C	-25	4	-2	-2	-30	-2	17	3
CCC1(CC)NC(=O)N(CC(=O)Nc2ccc(S(=O)(=O)N3CCOCC3)cc2)C1=O	9	-2	-16	9	-3	-4	5	-15
Cc1ccc(S(=O)(=O)c2c(C)cc(C)nc2Oc2cccc(C)c2C)cc1	-3	4	2	1	-9	12	-21	16
COc1ccc(CNC(=O)CCNS(=O)(=O)c2ccc(NC(C)=O)cc2)cc1OC	11	4	-6	3	7	-6	19	-1
CCOC(=O)c1c(C)[nH]c(C)c1C(=O)COC(=O)c1ccc(OC)cc1	3	-2	8	10	14	-2	5	-11
C/C(=N\NC(=O)c1cc(C2CC2)nc2ccccc12)c1ccc(C)s1	5	0	-1	-13	-6	6	12	3
CC(C)(C)OC(=O)N1CCC(C(=O)Nc2ccc(C(=O)N3CCCC3)cc2)CC1	nt	-21	-2	nt	nt	-9	nt	1
C[C@H](NC(=O)OCc1ccccc1)c1nnc([C@H](Cc2ccccc2)NC(=O)OC(C)(C)C)o1	25	4	10	-2	5	2	-8	6
O=C(NCCO)c1scc2c1OCCO2	7	-2	10	6	3	-7	2	4
CC(=O)Nc1ccc(-c2ccc(NC(C)=O)c(O)c2)cc1O	-52	-14	-4	-33	-10	0	-31	-3
O=C(C1=C[C@@H](C2CC2)C[C@@H](OCCCCO)O1)N1CCN(Cc2ccccc2)CC1	-6	-4	-4	2	-2	4	14	13
CC1CCCC(C)N1C(=S)NCc1ccco1 (stereo unspecified)	0	-7	4	-2	-2	2	-20	1
Cn1c(=O)c2c(ncn2CC(=O)N/N=C/C=C\c2ccccc2[N+](=O)[O-])n(C)c1=O	-9	0	nt	1	-15	nt	10	-4
C=CCN(c1ccccc1OC)S(=O)(=O)c1cccc(C(=O)NC2=NCCS2)c1	6	12	3	0	9	0	0	12
Cn1ncc([N+](=O)[O-])c1C(=O)Nc1ccc2c(c1)OCCO2	-12	19	0	9	1	6	-3	-6
CCOc1ccc(NC(=O)CCCCCN2C(=O)[C@@H]3Cc4ccccc4CN3C2=O)cc1	32	-6	-1	4	0	-8	-9	7
Cc1ccc(S(=O)(=O)NC(=O)c2cccc(C)c2)cc1	-11	3	-6	-18	-2	-2	10	-6
COc1ccc(S(=O)(=O)Nc2cccc(NC(C)=O)c2)cc1	4	4	-3	9	7	2	17	-1
Cc1cc(=O)cc(C)n1-c1ccccc1N	13	nt	-2	14	-2	-3	2	11
CCOCCCNC(=O)C1CCN(S(=O)(=O)N(CC(C)C)CC(C)C)CC1	18	8	7	11	3	0	6	2
CCOC(=O)c1cc(-c2ccc(OC)cc2OC)nn1-c1ccc(C(=O)O)cc1	-6	-9	-7	14	5	8	5	-2
COc1ccc(S(=O)(=O)Nc2ccccc2)cc1OC	-4	1	-12	2	2	-12	-4	15
Cn1nccc1NC(=O)Nc1ccc(OC(F)(F)F)cc1	-9	2	-4	-15	1	-6	-15	-4
CCc1ccc(-c2nc(CS(=O)CC(=O)NCCc3ccccc3)c(C)o2)cc1 (stereo unspecified)	13	-7	-3	2	10	5	6	-5
CCOc1ccc(-n2c(=O)c3c4c(sc3n(CC(=O)NCCCOC)c2=O)CCCCC4)cc1	-1	10	3	16	4	-1	15	5
Cc1ccc(S(=O)(=O)N2CCOCC2)cc1C(=O)Nc1ccccc1F	4	-1	-9	3	7	8	14	4
Cn1c(=O)c2c(ncn2CC(=O)N2CCN(C(=O)c3ccco3)CC2)n(C)c1=O	-8	-1	-1	3	2	-12	11	1
CCn1c(Oc2ccccc2F)nc2c1c(=O)n(C)c(=O)n2C	-4	-22	0	14	4	-3	-8	13
CCc1ccccc1OCc1nnc(N)s1	14	-3	-7	-9	6	-2	-6	26
C=CCNC(=O)CSc1nc2sc(C)c(C)c2c(=O)[nH]1	23	-2	-5	-2	8	8	5	2
On1nnc2ccccc21	-26	-3	-7	-10	-7	2	-21	4
CCC(=O)Nc1ccc(OCC2CCCO2)cc1 (stereo unspecified)	-11	-5	-11	2	4	6	-7	7
COc1ccc(C2C(C(=O)c3ccc(C)o3)=C(O)C(=O)N2c2cc(C)on2)cc1OC (stereo unspecified)	12	-144	-6	4	-5	6	15	2
Cc1cccc(OCCOCCN2CCOCC2)c1C	-8	4	9	-20	-4	5	5	-7
O=C(c1ccccc1)N1CN2CN(C(=O)c3ccccc3)CC([N+](=O)[O-])(C2)C1	-3	0	4	4	14	-1	14	-11

Next part:
SMILES	APJ antag	Gli-Sufu block	EBI2 block	Jurkat NFkB inh	UBC13 inh	CXCR6 block	697 NFkB inh	CCR6 antag
O=C(N/N=C/c1ccsc1)c1ccc2c(c1)OCO2	-68	-60	-11	-56	-33	-8	-116	-5
COc1ccccc1OCCNC(=O)C1CC(=O)N(Cc2ccc(C)cc2)C1 (stereo unspecified)	14	34	10	-3	-5	2	-5	12
COc1cc(S(=O)(=O)Nc2ccccn2)ccc1F	19	1	-19	-7	-7	13	8	-5
O=C(c1ccc(Cl)cc1)N1CCN(c2cccc3[nH]ccc23)CC1	5	7	1	2	-5	3	-39	-1
O=C(O)/C(=C\c1cccs1)Sc1nnc(-c2ccc(F)cc2)o1	-6	24	0	-1	-21	1	4	1
CC(COc1ccccc1)OC(=O)Nc1ccccc1 (stereo unspecified)	nt	-16	12	nt	nt	7	nt	14
CCOc1ccc(-c2c(C(=O)N/N=C/c3cccs3)nnn2-c2nonc2N)cc1	-43	-4	6	-14	-9	-5	11	3
CN1C(=O)C(=O)N(CC(=O)N2CCc3ccccc32)C1=O	0	-1	-1	-2	2	-9	7	4
N/C(CCS(=O)(=O)c1ccc(Cl)cc1)=N\OC(=O)c1ccccc1Cl	-32	-7	6	14	-1	-10	-7	-3

Screening data: PubChem BioAssay, Sanford-Burnham Center for Chemical Genomics
